GPR35 arrestin U2OS: GPR35 antagonists blocking zaprinast-driven arrestin recruitment, primary screen, imaging, U2OS, beta-arrestin-GFP, zaprinast agonist (AID 2058) | U2OS GPR35 beta-arrestin-GFP translocation imaging, zaprinast antagonism; higher % means a stronger effect | inhibition, % at 10 µM, or IC50 in µM where a hit was titrated | actives 0.052% (n = 290,000);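 active = inhibition of at least 50% with at least 30 cells and total cytoplasm GFP at most 10,000,000; inconclusive = under 30 cells or total GFP of 10,000,000 plus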
SV40 large T antigen: TAg ATPase/helicase activity blockers – biochemical (AID 1903); SV40 large T antigen ATPase/helicase inhibition assay; higher % means a stronger effect; one-dose inhibition, % at 20 µM; IC50 in µM for titrated hits; actives 0.39% (n = 310,000); in the data active = a potency from the dose series; inconclusive = inhibition mostly from about 32% at the one dose, without a potency; inactive = the rest, 99 in 100 with inhibition below about 32%; also: strong numbers were not always called active
RSV CPE inhibition: RSV antiviral activity via CPE protection, HEp-2 cells, primary 10 µM value included (AID 2391) | HEp-2 cells, RSV-induced CPE inhibition; higher % means a stronger effect | CPE inhibition, % at 10 µM; hits with a dose series show IC50 in µM | actives 0.13% (n = 310,000); in the data active = a potency from the dose series; inconclusive = CPE inhibition mostly from about 23% at the one dose, without a potency; inactive = the rest, 99 in 100 with CPE inhibition below about 21%; also: strong numbers were not always called active
LYP inhibition: PTPN22 lymphoid phosphatase activity blockers – biochemical, fluorescence intensity, uHTS (AID 1779). actives 0.054% (n = 290,000). recombinant LYP phosphatase, fluorescence intensity; higher % means a stronger effect. one-dose inhibition, % at 11.5 µM; IC50 in µM for titrated hits; in the data active = inhibition above about 50%;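 also: plate controls were vehicle with enzyme for no effect and no enzyme for full effect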
Dengue-2 NS5 capping: Dengue-2 NS5 methyltransferase inhibitors, primary screen, biochemical, confirmation dose response (AID 588689); Dengue-2 NS5 methyltransferase capping enzyme assay, biochemical; higher % means a stronger effect; inhibition, % at 25 µM, or IC50 in µM where a hit was titrated; actives 0.3% (n = 340,000); in the data active = a potency from the dose series; inconclusive = inhibition above about 29% without an active follow-up result
ER stress rescue: rescue of cells from ER stress-induced death, primary screen, 384-well, CSM14.1, thapsigargin, ATP luminescence (AID 1222); 190,000 tested, under 10 active; cellular ATP content (survival), % at 20 µM, or EC50 in µM where a hit was titrated; CSM14.1 thapsigargin-induced death rescue, ATP luminescence; higher % means a stronger effect;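 active = EC50 below 50 µM in the dose-response confirmation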;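 also: death triggered by thapsigargin at about 15 µM added after 2 h compound pretreatment; cell ATP read after overnight thapsigargin exposure of roughly 18 to 22 hours; normalized against plate controls of thapsigargin alone and 5% DMSO vehicle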
PhoP inhibition: PhoP-dependent GFP reporter repression – Salmonella Typhimurium, primary screen (AID 1863); actives 0.16% (n = 300,000); inhibition, % at 50 µM, or IC50 in µM where a hit was titrated; S. Typhimurium PhoP-regulated promoter GFP reporter, 4 h; higher % means a stronger effect;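 active = inhibition over 29.93%, a cutoff 3 SD above the screen mean, later confirmed by dose response; inconclusive = inhibition over 29.93% but no dose response follow-up; inactive = inhibition at most 29.93% or unconfirmed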;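 also: 0% = low Mg2+ inducing control and 100% = high Mg2+ repressing control; strong numbers were not always called active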
West Nile antiviral: inhibition of WNV-induced cytopathic effect – cell-based, CPE readout (AID 1621); one-dose CPE inhibition, % at 10 µM; IC50 in µM for titrated hits; West Nile virus-infected cells, CPE inhibition; higher % means a stronger effect; actives 0.02% (n = 290,000); in the data active = a potency from the dose series; inconclusive = CPE inhibition mostly from about 3.7% at the one dose, without a potency; inactive = the rest, 99 in 100 with CPE inhibition below about 2.2%; also: strong numbers were not always called active
Rac1 GTP hydrolysis: MgcRacGAP GTPase-activating activity inhibitors, confirmation, biochemical, ADP Hunter fluorescence | MgcRacGAP-stimulated Rac1 GTP hydrolysis, ADP Hunter fluorescence; higher % means a stronger effect; GST-tagged Rac1 F28L mutant substrate | inhibition, % at 30 µM; hits with a dose series show IC50 in µM | actives 0.6% (n = 340,000);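 active = first-screen hits whose inhibition reached a set limit at any dose in the follow-up dose series; inconclusive = inhibition above the set first-screen limit but never retested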;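 also: fluorescence reports GDP produced by GAP-driven GTP hydrolysis; strong numbers were not always called active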
Dengue-2 NS5 capping pilot replicate: also measured in Dengue-2 NS5 capping; calls as there; inhibition, %; measured here: pilot screen replicate inhibition
* marks the source's active call; other numbers are inactive results; u = inconclusive; x = not tested or not shown.

SMILES | GPR35 arrestin U2OS | SV40 large T antigen | RSV CPE inhibition | LYP inhibition | Dengue-2 NS5 capping | ER stress rescue | PhoP inhibition | West Nile antiviral | Rac1 GTP hydrolysis | others
Nc1c(C(=O)Nc2ccccc2F)sc2nc(-c3ccco3)ccc12 | -3% | 18% | -0.4% | 6% | 23% | -0.3% | -9% | 0.2% | 10%
CC(=O)Nc1cc(C(F)(F)F)ccc1Oc1cccc(Br)c1 | 4% | 2% | -0.3% | -6% | -2% | -0.3% | 0% | -0.5% | 7%
COc1ccc(C(=O)/C=C/C(=O)N(CC(=O)NC2CCCCC2)Cc2ccccc2)c(O)c1 | 0% | 9% | x | 20% | -1% | -2.8% | 0% | -0.7% | -31%
O=C(COC(=O)c1cc[n+]([O-])cc1)Nc1ccccc1Sc1ccccc1 | 15% | 8% | -0.6% | -5% | 2% | 1.1% | 0% | -0.8% | 5%
Cc1sc(NC(=O)C2=COCCO2)nc1-c1ccc(F)cc1 | x | 27% | 5.4% | x | 2% | x | -5% | x | 2%
CCOP(=O)(c1ccccc1Cl)C1(O)CCCCC1 (stereo not drawn) | 12% | 15% | 1.1% | 1% | 2% | 0.9% | -10% | -0.3% | 2%
O=C(/C=C/c1ccccc1)N/C(=C/c1ccccc1)C(=O)N1CCCCC1 | -5% | 0% | 0.8% | 2% | -6% | -1.1% | 8% | -1.5% | 8%
O=C(Cn1c(=O)oc2ccc(Cl)cc21)NC1CCCCC1 | 13% | 0% | 0.7% | -3% | -5% | x | -3% | -0.5% | 11%
CSCc1cc(N(C)c2ccccc2)nc(-c2ccccn2)n1 | 8% | 13% | 2.4% | -6% | 1% | x | -2% | 0.5% | 5%
O=C(Nc1ncc(Cc2ccccc2)s1)C1COc2ccccc2O1 (stereo not drawn) | 0% | 3% | 0.6% | -6% | -7% | -1.6% | -1% | -0.5% | 2%
Oc1[nH]c2ccccc2c1N=Nc1c(F)c(F)c(Cl)c(F)c1F | -1% | 24% | 1.1% | -8% | -2% | x | 1% | -0.1% | 8%
CN1C(=O)/C(=C2\SC(N3CCCCCC3)=NC2=O)c2ccccc21 | 12% | 8% | 1.4% | -4% | 3% | -3.0% | -2% | -0.5% | 5% | Dengue-2 NS5 capping pilot replicate=0.6
Cc1cccc(-n2c(SCC(=O)N3CCC(C(=O)O)CC3)nc3ccccc3c2=O)c1C | -7% | 10% | 0.3% | -14% | -4% | x | -2% | 0.4% | 1%
CS(=O)(=O)N(CC(N)=O)Cc1ccc(Cl)cc1 | -6% | 4% | 0.8% | -8% | -5% | -2.2% | -4% | 0.2% | 1%
COc1ccc(/C(C)=N/NC(=O)c2nnn(-c3nonc3N)c2-c2cccs2)cc1OC | 20% | 2% | 0.7% | -16% | 0% | x | -8% | 1.3% | 16%

Reprinted from the part before: two entries; new compounds follow.
SMILES | GPR35 arrestin U2OS | SV40 large T antigen | RSV CPE inhibition | LYP inhibition | Dengue-2 NS5 capping | ER stress rescue | PhoP inhibition | West Nile antiviral | Rac1 GTP hydrolysis | others
CS(=O)(=O)N(CC(N)=O)Cc1ccc(Cl)cc1 | -6% | 4% | 0.8% | -8% | -5% | -2.2% | -4% | 0.2% | 1%
COc1ccc(/C(C)=N/NC(=O)c2nnn(-c3nonc3N)c2-c2cccs2)cc1OC | 20% | 2% | 0.7% | -16% | 0% | x | -8% | 1.3% | 16%
CC(C)c1ccc(CNNC(=O)c2ccccc2)cc1 | -3% | 7% | 3.4% | -8% | -6% | x | -11% | -0.4% | 7%
Cc1[nH]c(=O)[nH]c(=O)c1S(=O)(=O)N1CCCC(C(=O)NCCc2ccc(Cl)cc2)C1 (stereo not drawn) | -5% | 3% | -0.3% | -4% | 3% | 2.8% | 0% | 0.9% | 5%
COc1cc([N+](=O)[O-])ccc1NC(=O)/C=C\C(=O)O | -10% | 4% | 1.2% | -6% | -4% | -0.7% | 3% | 0.1% | 1%
COc1ccc(-c2cc(C)nc3c(-c4ccccc4)cnn23)cc1 | -8% | -1% | x | -4% | 1% | -0.7% | -2% | 0.2% | 7%
C=CCn1c(C)cc(C2=NNC(=NC(C)(C)C)SC2)c1C | -9% | 5% | 14% | -3% | -7% | -9.4% | 3% | 0.1% | 0%
COc1ccc(C(OC(=O)c2ccco2)C(=O)NC2CCCC2)cc1OC (stereo not drawn) | -1% | 27% | 0.2% | -3% | -5% | x | 0% | -0.3% | 9%
Cc1c(N=NC2=C(O)CCCC2=O)c(=O)n(-c2ccccc2)n1C | -12% | -3% | 0.3% | -5% | 4% | -1.7% | 4% | 0.5% | -2%
CC/C(=N\NC(=O)c1nnn(-c2nonc2N)c1-c1cccc(OC)c1)c1ccc(C)cc1 | 5% | 11% | u | 8% | 0% | x | -7% | -0.7% | 14%
CCOCCCNC(=O)c1cn(CC)c2ccc(S(=O)(=O)N3CCOCC3)cc2c1=O | 12% | 8% | -0.7% | -9% | 4% | x | -3% | -0.6% | 7%
c1ccc(-n2ncc(-c3nn[nH]n3)n2)cc1 | 11% | 7% | 0.2% | -4% | 14% | 1.8% | -30% | -0.2% | 2%
COC(=O)CNC(=O)C1Cc2ccccc2CN1S(=O)(=O)c1cccs1 (stereo not drawn) | 0% | 4% | 1.8% | -4% | 6% | x | -6% | 0.0% | 11%
CCOc1ncccc1C(=O)OCC(=O)c1ccc(C)c(C)c1 | 5% | 11% | 3.0% | -5% | -7% | -0.6% | -2% | 0.2% | -1%
Cc1csc(=O)n1CC(=O)OCC(=O)Nc1ccc(Cl)cc1F | x | 9% | 0.7% | x | -2% | x | 2% | x | 10%
Cn1[nH]c(CSc2ccc(Cl)cc2)cc1=O | 4% | 15% | 0.8% | -5% | -6% | x | 0% | 0.2% | -4%
COC(=O)CN1C(c2ccccc2)=Nc2ccc(Cl)cc2C1c1ccccc1 (stereo not drawn) | 7% | 1% | 2.8% | -1% | -6% | 0.8% | 11% | -0.6% | 7% | Dengue-2 NS5 capping pilot replicate=0.3

Of the compounds above, these have an NH in an aromatic ring.
SMILES | GPR35 arrestin U2OS | SV40 large T antigen | RSV CPE inhibition | LYP inhibition | Dengue-2 NS5 capping | ER stress rescue | PhoP inhibition | West Nile antiviral | Rac1 GTP hydrolysis | others
Oc1[nH]c2ccccc2c1N=Nc1c(F)c(F)c(Cl)c(F)c1F | -1% | 24% | 1.1% | -8% | -2% | x | 1% | -0.1% | 8%
Cc1[nH]c(=O)[nH]c(=O)c1S(=O)(=O)N1CCCC(C(=O)NCCc2ccc(Cl)cc2)C1 (stereo not drawn) | -5% | 3% | -0.3% | -4% | 3% | 2.8% | 0% | 0.9% | 5%
c1ccc(-n2ncc(-c3nn[nH]n3)n2)cc1 | 11% | 7% | 0.2% | -4% | 14% | 1.8% | -30% | -0.2% | 2%
Cn1[nH]c(CSc2ccc(Cl)cc2)cc1=O | 4% | 15% | 0.8% | -5% | -6% | x | 0% | 0.2% | -4%

(listing goes on)
SMILES | GPR35 arrestin U2OS | SV40 large T antigen | RSV CPE inhibition | LYP inhibition | Dengue-2 NS5 capping | ER stress rescue | PhoP inhibition | West Nile antiviral | Rac1 GTP hydrolysis | others
O=C(COC(=O)CNC(=O)c1ccccc1F)Nc1cccc(S(=O)(=O)N2CCCCCC2)c1 | 1% | -4% | -0.1% | -2% | -11% | -0.2% | -2% | 1.0% | 3%
CC(=O)Nc1ccc(-c2cc(C(=O)O)c3ccc(C)cc3n2)cc1 | -2% | 7% | 0.8% | -8% | 4% | x | -12% | 0.0% | 0%
COC(=O)c1c(S(=O)(=O)NCc2ccccc2)sc(C(=O)O)c1C | -8% | 4% | 0.1% | -5% | 3% | -2.9% | -13% | 0.0% | 4%
C=CCOc1ccccc1CN1CCC(Cc2ccccc2)CC1 | -4% | 5% | -0.5% | -5% | -8% | x | -2% | -1.1% | 20%
O=C1NC2(Nc3ccccc31)C(=O)Nc1ccc(Br)cc12 (stereo not drawn) | -12% | 12% | 2.5% | -1% | 0% | -1.1% | 0% | -0.2% | 9%
CC1COc2ccccc2N1C(=O)c1ccccc1Cl (stereo not drawn) | -10% | 19% | -0.4% | -13% | -5% | x | 3% | -1.0% | 12%
COC(=O)c1ccccc1NC(=O)C1CC=CCC1C(=O)O (stereo not drawn) | 2% | 6% | 0.2% | 2% | -6% | -4.1% | -3% | -0.2% | -5%
O=C(Nc1nnc(COc2ccc(Cl)cc2)s1)c1ccco1 | 13% | x | 5.0% | -5% | 5% | -0.2% | x | -0.7% | 13%
CCN1CCN(c2cc(=O)n(Cc3ccc(F)cc3)c(=O)[nH]2)CC1 | 19% | 7% | 0.8% | -5% | 27% | 1.2% | -7% | 0.6% | -2%
CC1(C)CC(=O)c2cc3c(nc2C1)CC(C)(C)CC3=O | 23% | -4% | 0.5% | -2% | -5% | 0.3% | 12% | -0.9% | 0%
O=C(CN(CCc1ccccc1)C(=O)CNS(=O)(=O)c1ccccc1)NCC1CCCO1 (stereo not drawn) | -9% | 7% | -0.7% | -5% | -3% | -2.7% | 2% | 0.2% | 0%
CC(=O)NN1C(=O)c2ccccc2NC1c1ccc(N(C)C)cc1 (stereo not drawn) | 2% | 4% | -0.8% | -6% | -4% | x | -6% | -0.4% | 5%
COc1ccccc1N1CCN(C(=O)c2ccccc2N(C)S(=O)(=O)c2ccc(C)cc2)CC1 | -2% | 6% | 2.9% | -4% | -7% | x | -5% | 0.1% | 8%
COc1cc(NC(=O)c2ncn[nH]2)cc(OC)c1OC | -4% | -27% | x | -4% | -2% | -1.2% | -7% | 0.9% | 7%
OC(COc1ccccc1)CN1CCN(C(c2ccccc2)c2ccccc2)CC1 (stereo not drawn) | -6% | -7% | -0.1% | -11% | -5% | x | -11% | -1.1% | 8%
Cc1ccc(SC[C@H](C)CN2CC[C@H](C)CCC2=O)cc1 | -7% | 9% | 3.7% | -7% | -7% | x | -2% | -1.5% | 4%
COc1ccc(C(=O)NC(=S)Nc2ccc(N3CCOCC3)cc2)cc1Cl | -8% | 2% | 19% | 3% | -4% | x | -4% | -0.8% | 3%

No enrichment for hits. Share with any hit: about 1.5%.
